Source: PubChem BioAssay
NALP1 inh: blocks the NALP1 inflammasome reconstituted in yeast; S. cerevisiae NALP1/ASC/caspase-1 growth, X-gal OD620, 72 h; inhibition, % at 10 µM; 0.61% of 280,000 active; AID 2071; in the data active = inhibition mostly above about 24%, no sharp cut-off; inactive = mostly below about 32%; note: some compounds called inactive have numbers as strong as hits
MEKK3 PB1 HTS: modulators (inhibitors or enhancers) of MEK5 binding to human MEKK3 PB1 domain; AID 1529; bead-based flow cytometry, Alexa488-MEK5 binding to MEKK3; actives lie on both sides; 0 = blocked by unlabeled MEK5, 100 = vehicle; binding response (% of control), % at 10 µM; Q99759; 1.4% of 290,000 active;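 active = binding response more than 3 SD above or below the average of its plate-row segment, actives on both sides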;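 note: Alexa488 bead fluorescence after subtracting the streptavidin-only scavenger bead signal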
Target sequence (Q99759 whole entry, looked up, the tested form may be a part): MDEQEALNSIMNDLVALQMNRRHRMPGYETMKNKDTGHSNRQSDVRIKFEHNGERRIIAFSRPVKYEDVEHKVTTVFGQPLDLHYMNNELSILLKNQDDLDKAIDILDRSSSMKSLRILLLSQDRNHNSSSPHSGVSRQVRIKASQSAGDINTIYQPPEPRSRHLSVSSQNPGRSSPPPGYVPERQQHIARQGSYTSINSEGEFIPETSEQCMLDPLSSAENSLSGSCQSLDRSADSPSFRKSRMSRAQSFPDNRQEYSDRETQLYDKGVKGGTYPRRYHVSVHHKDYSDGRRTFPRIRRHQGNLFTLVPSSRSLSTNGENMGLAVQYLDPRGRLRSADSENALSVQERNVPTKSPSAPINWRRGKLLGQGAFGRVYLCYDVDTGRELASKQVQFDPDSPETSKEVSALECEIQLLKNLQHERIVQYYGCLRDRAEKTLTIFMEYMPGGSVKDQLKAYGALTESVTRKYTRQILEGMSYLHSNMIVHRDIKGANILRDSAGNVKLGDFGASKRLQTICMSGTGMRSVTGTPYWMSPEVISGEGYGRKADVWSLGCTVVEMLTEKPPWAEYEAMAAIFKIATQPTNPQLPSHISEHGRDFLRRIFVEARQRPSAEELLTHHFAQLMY
MEKK2wt PB1 HTS: raises or lowers MEK5 binding to wildtype human MEKK2 PB1 domain. binding response (% of control), % at 10 µM. 1.1% of 290,000 active. Q9Y2U5. bead flow cytometry, Alexa488-MEK5 binding to MEKK2 WT; actives lie on both sides; in the data active = binding response below about 67% or above about 130%
V1aR counter: counter-screen for oxytocin receptor agonists: human V1a receptor agonists; 0.25% of 320,000 active; P37288; CHO-V1R cells, Fluo-8 calcium fluorescence, agonist mode; 0% DMSO, 100% 3 nM vasopressin; activation, % at 3 µM;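 active = activation above the mean activation of all tested compounds plus 3 SD, per screening run, cut at about 20% in these data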;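 note: signal is peak over basal fluorescence ratio across a 100 second FLIPR read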
MEKK2mut PB1 HTS: signal of MEK5 binding to mutant human MEKK2 PB1 domain; bead flow cytometry, Alexa488-MEK5 binding to MEKK2 mutant; percent response, % at 10 µM; 0.35% of 290,000 active; in the data active = percent response above about 24%, passing the limit was not always enough; note: inactives centre near 1; some results filed as inactive read as strong as hits; reference of the scale not given here
GPR7 antagonist: antagonists of human GPR7 (neuropeptides B/W receptor 1). inhibition, % at 4.4 µM. 1.1% of 290,000 active. GPR7-expressing cells, fluorescence antagonist assay. P48145; in the data active = inhibition above about 16%, passing the limit was not always enough;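 note: cells stimulated with the agonist NPW; 0% = agonist with vehicle and 100% = vehicle without agonist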
GalR3 antag: human GalR3 antagonism. O60755. 0.44% of 360,000 active. AID 651719. HEK293 GalR3-CNG cAMP membrane potential fluorescence; galR3 body fused to GalR1 C-terminus. inhibition, % at 3 µM;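 active = inhibition above the screen-wide average plus 3 SD, cut at about 13% in these data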;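 note: forskolin and galanin both at EC90 stimulate the cells; cAMP rise reported by CNG channel membrane potential dye signal; 0% = forskolin plus galanin with DMSO and 100% = forskolin alone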
PHOSPHO1 inh: blocks human PHOSPHO1 phosphatase activity. inhibition, % at 13.3 µM. AID 1565. 1.1% of 290,000 active. recombinant PHOSPHO1, absorbance phosphatase assay. Q8TCT1; in the data active = inhibition above about 60%
Target sequence (Q8TCT1 whole entry, looked up): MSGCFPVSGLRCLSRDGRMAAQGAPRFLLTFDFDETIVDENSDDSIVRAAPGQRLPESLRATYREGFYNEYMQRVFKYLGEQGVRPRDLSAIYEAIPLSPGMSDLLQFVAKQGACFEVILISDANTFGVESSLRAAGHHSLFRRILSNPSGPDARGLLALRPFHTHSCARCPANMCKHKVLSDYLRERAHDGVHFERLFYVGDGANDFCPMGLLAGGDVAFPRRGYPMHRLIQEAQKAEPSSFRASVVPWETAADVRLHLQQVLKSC
OXTR agonist: agonists of human oxytocin receptor; CHO-OTR cells, Fluo-8 calcium fluorescence; normalized: DMSO 0%, oxytocin 100%; 0.32% of 320,000 active; activation, % at 3 µM; AID 2435; P30559;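 active = activation above the mean of all tested compounds plus 3 SD, cutoff set per screening run, cut at about 20% in these data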;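 note: peak over basal fluorescence ratio from a 100 s FLIPR kinetic read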
Starred values were filed as active, the others as inactive; . = not tested or not shown.

SMILES	NALP1 inh	MEKK3 PB1 HTS	MEKK2wt PB1 HTS	V1aR counter	MEKK2mut PB1 HTS	GPR7 antagonist	GalR3 antag	PHOSPHO1 inh	OXTR agonist
Cc1ccc(-c2nc(-c3ccccc3)no2)c(Cl)c1	6	83	90	0.3	-15	-4	1	-11	-0.6
O=C(CP(=O)(CO)CO)c1ccc(Cl)cc1	.	92	96	0.8	-2	-3	-3	-11	0.8
O=S(=O)(Nc1ccc(S(=O)(=O)N2CCCCC2)cc1)c1ccc(Br)s1	18	106	101	4.0	3	-22	3	-10	3.3
CCCCN1CC[C@H]2C=CC[C@@H](C(=O)Nc3ccc(Cl)c(C(F)(F)F)c3)[C@H]2C1=O	.	102	100	-0.4	-3	.	-4	.	-0.8
S=c1ccc2ccccc2[nH]1	-13	94	84	-0.1	-13	-18	-8	32	-0.2
CCOC(=O)N1CCN(C(=O)c2csc3c2CCCCC3)CC1	-15	112	113	0.3	10	7	-5	4	-1.6
Cc1ccc(-c2onc3ccc(Cl)cc23)cc1	16	103	102	1.0	2	-3	-11	16	-1.6
O=C(Nc1ccccc1F)NC1CCCCCCC1	8	97	100	1.1	5	-1	-3	29	-0.9
CCN(CC(=O)Nc1cc(Cl)ccc1OC)CC(=O)NC1CCS(=O)(=O)C1 (configuration not stated)	.	109	111	0.0	2	-13	3	-15	0.3
C/C(=N/Nc1ncc(Br)cn1)c1ccc([N+](=O)[O-])cc1	14	107	112	-0.2	3	-2	-3	-2	-2.0
CC1CCN(C(=O)Cn2ncc3c4ccccc4n(C)c3c2=O)CC1	.	99	96	0.5	-4	-10	-7	51	-0.5
C/C(CC(=O)Nc1cccc(C(F)(F)F)c1)=N\NC(=O)c1cnccn1	-5	101	97	0.0	1	-12	-7	28	5.6
CCCCN1C(=O)CC(N2CCOCC2)C1=O (configuration not stated)	28	98	105	2.0	1	-6	11	15	0.0
COc1ccc(C2C(C#N)=C(N)Oc3cc(N)ccc32)cc1OC (configuration not stated)	-6	93	94	0.8	-9	-5	-5	16	0.9
O=C(O)c1c[nH]c(=O)c2ccccc12	8	97	100	-0.2	0	-11	-2	32	0.3
O=C(c1cc2cc([N+](=O)[O-])ccc2oc1=O)N1CCOCC1	-11	94	90	-0.4	-9	-10	0	-1	-0.4
CC(=O)Nc1nnc(SCC(=O)c2ccc3c(c2)Cc2ccccc2-3)s1	16	103	120	1.1	16	-5	-5	2	0.3
N#CCCC1CCCC=C1N(Cc1ccccc1)C(=O)C(Cl)Cl (configuration not stated)	.	108	105	-0.2	19	-7	-1	46	-2.7
Cc1cccc2cc(CN(Cc3nnnn3C3CCCCC3)C3CCCC3)c3nnnn3c12	-3	103	97	-1.0	-3	-10	-3	-20	-0.6
O=C(NCCNC(=O)c1cccs1)c1ccco1	9	96	102	2.6	1	0	-6	14	0.5
CN(C)S(=O)(=O)c1cccc(-c2nnc(SCc3cc(Cl)cc4c3OCOC4)n2N)c1	-9	107	107	0.2	7	-12	2	99*	-1.2
CCOCCOCCC(C(=O)O)P(=O)(c1ccccc1)c1ccccc1 (configuration not stated)	5	98	100	0.8	1	2	0	17	0.2
CCCN1CNC(=S)N(c2ccccc2OCC)C1	-3	97	97	0.5	-2	-7	-1	-3	0.7
O=C(Cc1ccc(NS(=O)(=O)c2ccc(F)cc2)cc1)NCc1cccnc1	8	103	120	-0.3	9	2	-9	26	1.0
CC1(C)Cc2c(sc(/N=C/N3CCOCC3)c2C#N)C(C)(C)N1	.	.	.	-0.6	.	-16	-2	8	1.1
Cc1[nH]nc2c1C(c1cccs1)C1=C(CC(C)(C)CC1=O)N2 (configuration not stated)	-12	105	101	-0.2	5	-5	-2	21	-0.2
O=C(N/N=C\c1ccncc1)c1ccc(Br)s1	16	103	105	.	4	-9	-2	53	.
CCOC(=O)C1CCN(C(=O)Nc2ccccc2Cl)CC1	21	104	113	0.3	4	-9	-4	-8	-0.3
CCOC(=O)Cn1c(=O)oc2cc(S(=O)(=O)N(C)c3ccc(OC)cc3)ccc21	.	99	106	1.4	7	-14	-6	32	1.1
NC(=O)CC(NC(=O)c1ccccc1)c1ccc(NCCc2cccc(F)c2)c([N+](=O)[O-])c1 (configuration not stated)	.	110	105	0.1	2	.	-6	44	-0.9
CC12CCC(C(=O)N(CC(O)CN3CCN(Cc4ccccc4)CC3)C1=O)C2(C)C (configuration not stated)	34	100	102	0.1	-3	3	-2	11	-0.7
O=[N+]([O-])c1cccc(-c2nnc(-c3ccccc3)o2)c1	-9	104	95	-0.6	-8	3	-7	37	-2.2
CC(C)c1ccc(Oc2cccc(C(=O)/C(C#N)=C/N(C)C)c2)cc1	3	107	105	1.4	5	1	1	0	-0.7
CCCCC[n+]1ccn(-c2nc3ccccc3nc2[N-]S(=O)(=O)c2ccc(C)cc2)c1	-6	107	103	1.1	4	-13	-5	6	0.1
COc1ccc(C2c3ccc4ccccc4c3Oc3ncn4nc(Cc5ccccc5)nc4c32)cc1OC (configuration not stated)	-7	96	94	0.5	-1	-7	-3	-32	1.4
Cc1ccccc1CN1CCNC(=O)C1CC(=O)NC1CCCCCCC1 (configuration not stated)	-1	101	106	2.2	-1	2	-2	34	-0.3
CC(=O)c1c(C)[nH]c(C(=O)OCc2ccccc2F)c1C	18	105	99	3.2	-2	-9	-3	-2	1.9
C=CC[n+]1c(-c2ccc(C)cc2)csc1NNC(=O)Nc1ccccc1	-2	89	88	0.1	-6	-4	-5	19	0.1
CNC(=O)C(=O)NCC1OCCN1S(=O)(=O)c1ccc(C)cc1 (configuration not stated)	9	104	108	0.1	6	-10	-3	23	-0.1
Cc1scc(C(=O)N/N=C/c2ccsc2)c1C	36	92	92	0.1	-3	-5	-1	-25	-1.0
Nc1nnn(CC(=O)N/N=C/c2cccc3ccccc23)n1	15	114	97	0.8	-1	8	-11	11	1.3
CC1Cc2cc(-c3csc(N)n3)ccc2O1 (configuration not stated)	5	112	111	-0.8	17	-9	-6	.	-1.4
Cc1nc(CC(=O)O)c(-c2ccccc2)s1	15	101	110	1.3	3	-16	-5	20	0.8
Cc1ccc(C(=O)N/N=C/c2ccc(-c3ccc(Br)cc3[N+](=O)[O-])o2)o1	9	91	86	0.6	0	1	2	38	2.3
COc1cccc(-c2csc3nnc(SCC(=O)NCc4cccs4)n23)c1	4	105	106	-0.3	5	-14	-6	14	-2.3
CCCN(CCC)C(=O)c1cn(C)c2ccc(S(=O)(=O)N3CCCC3)cc2c1=O	15	98	100	0.9	-4	16	-7	-1	0.2
CCOc1ccc(-c2nnn(CC(=O)Nc3cccc(OC)c3)n2)cc1OCC	36	104	99	9.3	4	2	-3	11	5.8
Cc1cc(C)n2nc(SCC(=O)Nc3ccccc3C)nc2n1	-16	104	101	0.5	-1	-11	-5	42	0.8
N#Cc1c(Nc2ccccc2)c(/C=N/N=C/c2ccccc2)c[nH]c1=O	18	138*	104	0.4	0	-1	-11	4	0.3
Cc1csc(SC(C)C(=O)NCc2ccc3c(c2)OCO3)n1 (configuration not stated)	10	98	95	0.5	-1	-3	1	32	-0.3

(next part)
SMILES	NALP1 inh	MEKK3 PB1 HTS	MEKK2wt PB1 HTS	V1aR counter	MEKK2mut PB1 HTS	GPR7 antagonist	GalR3 antag	PHOSPHO1 inh	OXTR agonist
NC12CC3CC(C1)CC(CC(=O)O)(C3)C2	-2	96	90	1.6	-9	-20	-4	28	0.1
CCC(C(=O)NCCc1ccc(OC)c(OC)c1)n1nc(C)n2c(cc3occc32)c1=O (configuration not stated)	13	101	100	-0.1	4	-5	-1	49	-0.6
CCOC(=O)N1CCC(NC(=O)c2ccc(NC(=O)C3CCCO3)cc2)CC1 (configuration not stated)	-21	102	108	-0.3	0	-15	-3	30	0.3
CSCCC(=O)N1CCCC(N2CCN(c3cccc(C(F)(F)F)c3)CC2)C1 (configuration not stated)	10	105	110	-0.9	7	-20	-7	34	-1.5

A stretch of the results above, for reference:
SMILES	NALP1 inh	MEKK3 PB1 HTS	MEKK2wt PB1 HTS	V1aR counter	MEKK2mut PB1 HTS	GPR7 antagonist	GalR3 antag	PHOSPHO1 inh	OXTR agonist
Cc1scc(C(=O)N/N=C/c2ccsc2)c1C	36	92	92	0.1	-3	-5	-1	-25	-1.0
Nc1nnn(CC(=O)N/N=C/c2cccc3ccccc23)n1	15	114	97	0.8	-1	8	-11	11	1.3
CC1Cc2cc(-c3csc(N)n3)ccc2O1 (configuration not stated)	5	112	111	-0.8	17	-9	-6	.	-1.4
Cc1nc(CC(=O)O)c(-c2ccccc2)s1	15	101	110	1.3	3	-16	-5	20	0.8
Cc1ccc(C(=O)N/N=C/c2ccc(-c3ccc(Br)cc3[N+](=O)[O-])o2)o1	9	91	86	0.6	0	1	2	38	2.3
COc1cccc(-c2csc3nnc(SCC(=O)NCc4cccs4)n23)c1	4	105	106	-0.3	5	-14	-6	14	-2.3
CCCN(CCC)C(=O)c1cn(C)c2ccc(S(=O)(=O)N3CCCC3)cc2c1=O	15	98	100	0.9	-4	16	-7	-1	0.2
CCOc1ccc(-c2nnn(CC(=O)Nc3cccc(OC)c3)n2)cc1OCC	36	104	99	9.3	4	2	-3	11	5.8
Cc1cc(C)n2nc(SCC(=O)Nc3ccccc3C)nc2n1	-16	104	101	0.5	-1	-11	-5	42	0.8
N#Cc1c(Nc2ccccc2)c(/C=N/N=C/c2ccccc2)c[nH]c1=O	18	138*	104	0.4	0	-1	-11	4	0.3
Cc1csc(SC(C)C(=O)NCc2ccc3c(c2)OCO3)n1 (configuration not stated)	10	98	95	0.5	-1	-3	1	32	-0.3
NC12CC3CC(C1)CC(CC(=O)O)(C3)C2	-2	96	90	1.6	-9	-20	-4	28	0.1
CCC(C(=O)NCCc1ccc(OC)c(OC)c1)n1nc(C)n2c(cc3occc32)c1=O (configuration not stated)	13	101	100	-0.1	4	-5	-1	49	-0.6
